Screens as filed in PubChem BioAssay.
TNAP inh noacc – human TNAP enzyme inhibitors, primary screen, biochemical, luminescent, no phosphate acceptor, uHTS | purified TNAP, CDP-star luminescence, 30 min | inhibition, % at 20 µM | hit rate 0.26% among 200,000;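 active means tissue-nonspecific alkaline phosphatase inhibition above about 50% at 20 µM in the single-dose screen, limit read from the data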;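 further: 0% = DMSO negative control and 100% = EDTA positive control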
Target sequence (P05186 whole entry, looked up): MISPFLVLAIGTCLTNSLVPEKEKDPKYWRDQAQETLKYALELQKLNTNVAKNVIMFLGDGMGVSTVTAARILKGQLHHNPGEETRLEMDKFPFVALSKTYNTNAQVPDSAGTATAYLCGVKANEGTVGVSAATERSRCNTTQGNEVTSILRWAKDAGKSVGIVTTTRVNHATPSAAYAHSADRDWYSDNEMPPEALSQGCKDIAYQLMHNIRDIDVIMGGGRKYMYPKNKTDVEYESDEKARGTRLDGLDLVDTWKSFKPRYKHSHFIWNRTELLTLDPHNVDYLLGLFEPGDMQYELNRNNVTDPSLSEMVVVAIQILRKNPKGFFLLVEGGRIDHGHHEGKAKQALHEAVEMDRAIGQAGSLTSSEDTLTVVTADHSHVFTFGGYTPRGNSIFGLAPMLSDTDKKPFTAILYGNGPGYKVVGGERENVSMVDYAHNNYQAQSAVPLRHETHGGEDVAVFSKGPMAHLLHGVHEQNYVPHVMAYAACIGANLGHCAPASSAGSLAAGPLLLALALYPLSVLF
TNAP inh hiacc – human TNAP enzyme inhibitors, primary screen, biochemical, luminescent, high phosphate acceptor level, uHTS; Alkaline phosphatase, tissue-nonspecific isozyme (Homo sapiens), P05186; purified TNAP, CDP-star luminescence, 1 M DEA; inhibition, % at 20 µM; hit rate 0.03% among 200,000; AID 1135, 2008;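 active means over 50% inhibition of tissue-nonspecific alkaline phosphatase at 20 µM in the single-dose screen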;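 further: plate controls were DMSO wells for no effect and EDTA-quenched wells as full inhibition for full effect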
bIAP act – bovine intestinal alkaline phosphatase activators, primary screen, biochemical, bovine IAP, CDP-star luminescence. alkaline phosphatase, intestinal [Bos taurus]. activation factor at 20 µM. hit rate 0.17% among 200,000. purified bovine IAP, 30 min; hits give high values; fold of DMSO-control signal, blank-subtracted;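 active means activation factor of 2 or more at 20 µM, a signal rise over negative controls twice the positive control's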
PPARg SRC-2 ag – agonists of PPARg-SRC-2 recruitment, primary screen, biochemical, HTS; activation, % at 8 µM; AID 1032, 2008; PPARgamma LBD-SRC-2 recruitment; hit rate 0.34% among 200,000; Peroxisome proliferator-activated receptor gamma (Homo sapiens), P37231; in the data active means activation above about 22%;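 further: 0% = vehicle and 100% = reference agonist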
Target sequence (P37231 whole entry, looked up, the tested form may be a part): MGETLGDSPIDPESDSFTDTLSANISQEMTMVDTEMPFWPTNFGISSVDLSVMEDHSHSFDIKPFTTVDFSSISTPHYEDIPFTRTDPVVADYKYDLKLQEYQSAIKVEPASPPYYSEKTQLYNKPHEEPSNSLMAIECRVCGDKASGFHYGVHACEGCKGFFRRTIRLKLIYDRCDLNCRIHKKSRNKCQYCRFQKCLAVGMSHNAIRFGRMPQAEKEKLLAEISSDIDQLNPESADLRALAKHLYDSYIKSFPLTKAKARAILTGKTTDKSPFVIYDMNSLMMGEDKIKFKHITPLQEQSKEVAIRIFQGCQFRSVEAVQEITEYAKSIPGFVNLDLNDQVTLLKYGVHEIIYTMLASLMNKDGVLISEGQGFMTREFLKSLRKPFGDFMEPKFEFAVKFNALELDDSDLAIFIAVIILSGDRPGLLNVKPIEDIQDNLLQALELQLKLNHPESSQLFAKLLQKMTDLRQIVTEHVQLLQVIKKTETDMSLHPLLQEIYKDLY
PPARg SRC-1 ag – PPARgamma agonists recruiting SRC-1 coactivator, primary screen, biochemical; AID 631, 2007; Peroxisome proliferator-activated receptor gamma (Homo sapiens), P37231; hit rate 0.41% among 200,000; activation, % at 8 µM; PPARgamma-SRC-1 coactivator recruitment biochemical assay; in the data active means activation above about 19%;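 further: 0% = DMSO and 100% = reference agonist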
TNAP act hi DEA – TNAP activators at high phosphate acceptor level, primary screen, biochemical, luminescence, uHTS; Alkaline phosphatase, tissue-nonspecific isozyme (Homo sapiens), P05186; purified TNAP, CDP-star luminescence, 1 M DEA, 30 min; hits give high values; 0 = EDTA background, 1 = DMSO-only activity; activation factor at 20 µM; 200,000 tested, under 10 active;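 active means activation factor at least 2 at 20 µM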
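system = human TNAP | amount = enzyme diluted 1/800 final | reagent = 100 µM CDP-star substrate | signal = luminescent substrate turnover signal | dosing = one dose, 20 µM | benchmarks = EDTA negative control, DMSO positive control | measure = activation factor | timing = 30 min reaction, room temperature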
bIAP inhibitor – bovine intestinal alkaline phosphatase inhibitors, primary screen, selectivity assay for TNAP inhibitor project, biochemical, bovine IAP, CDP-star luminescence; inhibition, % at 20 µM; alkaline phosphatase, intestinal [Bos taurus]; purified bovine IAP, 30 min; 190,000 tested, under 10 active; AID 1019, 2008;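 active means over 50% inhibition of intestinal alkaline phosphatase at 20 µM in the single-dose screen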
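Assay system: bovine IAP enzyme; medium: DEA buffer 100 mM, pH 9.8, with MgCl2 1.0 mM, ZnCl2 0.02 mM; doses: 20 µM single dose; incubation: enzyme reaction for 30 min at room temperature; detection: CDP-star luminescence signal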
TR-FRET SRC-2 ct – TR-FRET signal artefacts, primary screen, artefact control for PPARgamma SRC-2 agonist project, biochemical. TR-FRET artefact counter-screen; hits give high values. TR-FRET ratio at 8 µM. hit rate 0.4% among 200,000; in the data active means TR-FRET ratio above about 2000; further: inactives centre near 1500
HMGR II inh – inhibitors of E. faecalis class II HMGR, primary screen, biochemical, Enterococcus faecalis. HMG-CoA reductase (Enterococcus faecalis, mvaE). purified E. faecalis HMGR, NADPH absorbance 340 nm kinetic. inhibition, % at 10 µM. hit rate 0.41% among 190,000;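 active means inhibition above a set limit, the median over all tested compounds plus 3 SD, cut at about 9.5% in these data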;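 further: enzyme runs in reverse so mevalonate oxidation gives rising NADPH absorbance; 0% = complete reaction with DMSO and 100% = background rate lacking mevalonate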
PPARg SRC3 recr – PPARgamma agonists recruiting SRC-3 coactivator, primary screen, biochemical; Peroxisome proliferator-activated receptor gamma (Homo sapiens), P37231; biochemical PPARgamma/SRC-3 coactivator recruitment assay; activation, % at 8 µM; hit rate 0.26% among 200,000; in the data active means activation above about 23%;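 further: 0% = DMSO and 100% = reference agonist; some compounds past the cut are filed as inactive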
* marks the source's active call; other numbers are inactive results; nt = no result given.

SMILES,bIAP inhibitor,TNAP inh hiacc,PPARg SRC-1 ag,PPARg SRC-2 ag,bIAP act,PPARg SRC3 recr,TR-FRET SRC-2 ct,TNAP act hi DEA,TNAP inh noacc,HMGR II inh
CCN(C(=O)Cc1cccs1)c1nnc(-c2cc(OC)c(OC)c(OC)c2)s1,-4,1,2,0,1,16,1538,1,-2,-3
Cc1nc(C)c(C(=O)Nc2ncc([N+](=O)[O-])s2)o1,-2,15,2,4,1,0,1571,0.8,7,0
COc1ccc(CNc2ccc(C)cc2)cc1Br,-6,-4,0,-4,1.1,2,1441,1,-11,-5
Cc1cc(C)nc(SCc2cc(=O)c(OC(=O)c3ccco3)co2)n1,40,-4,-10,8,0.6,-2,1466,1,-3,-4
O=C(Nc1ccon1)c1csc2c1CCCC2,13,-1,-2,7,0.9,3,1520,1,-10,-3
Cc1ccc(/C(N)=N/OC(=O)CCc2ccccc2)cc1,13,0,-8,-4,0.9,-3,1433,1,-8,-2
Cc1cc(C)cc(OCCCCCNCCO)c1,4,-5,1,3,1,5,1459,1,-4,-5
Clc1ccccc1Oc1cnc2ccccc2n1,3,-2,1,10,1,11,1768,1,-2,-6
COc1ccc(N/N=C(/C(N)=O)C2=NC(C)(C)Cc3ccccc32)cc1,7,7,7,7,0.9,0,1710,0.9,10,-4
COc1cccc2sc(Nc3nnc(-c4ccc(F)cc4)o3)nc12,-34,-3,10,-8,1.3,4,1445,1,-17,-3
CCOC(=O)N1CCC(Nc2c(-c3ccc(C)cc3)c(=O)c2=O)CC1,-8,1,8,5,1.1,1,1628,1,-5,-7
O=C(NC1=NCCS1)C1COc2ccccc2O1 (stereo not drawn),2,0,10,14,1,13,1534,1,-3,-8
COc1ccc(S(=O)(=O)NCCSCc2ccco2)cc1,22,-5,-2,3,0.8,-3,1474,1.1,-4,0
COc1cccc(-c2cc(C(=O)Nc3cc(C)nn3-c3ccccc3)no2)c1,7,-1,6,6,0.9,1,1655,1,-3,-5
COc1ccnc(Oc2ccc(F)cc2)c1C(=O)N/C=N/OCc1cccc(F)c1,-29,-2,10,13,1.3,0,1493,1,-1,-6
COc1cccc(NC(=O)CSc2nnnn2C(C)C)c1,9,-2,-6,-1,0.9,5,1453,1,-10,-1
Cc1ccc2cccc(N)c2n1,-10,1,2,-3,1.1,-1,1592,1,-8,1
CC1CCC(C(C)C)C(OC(=O)COC(=O)c2ccc(N)cc2)C1 (stereo not drawn),14,-2,6,3,0.9,-7,1571,1,-11,-7
N=c1n(CC(=O)c2cccc([N+](=O)[O-])c2)c2ccccc2n1Cc1ccccc1,-7,0,0,-5,1.1,4,1535,1,9,-4
COC(=O)[C@H](C)[C@@H]1C[C@@]1(C)[C@@H](NC(=O)OCc1ccccc1)c1ccccc1,14,-6,7,3,0.9,2,1412,1.1,-12,-8
CC1=C(Cl)C2=NS(=O)(=O)CCN2C=C1Cl,-6,-1,4,-7,1.1,1,1410,1,-9,-1
Nc1nonc1/C(=N/O)N1CCCC1,12,-6,2,2,0.9,6,1548,1.1,-14,-8
Cc1cc(N2C(=O)c3ccc(C(=O)NCc4ccccc4)cc3C2=O)no1,-26,0,6,5,1.3,14,1705,1,-10,-4
O=C(NCc1nnc(SCC(=O)N2CCCCCC2)o1)c1ccco1,15,-2,0,2,0.8,-6,1418,1,-26,2
CCOC(=O)c1ccc2c(c1)N(CC)/C(=C\C=C1/SC(=S)N(CC)C1=O)N2CC,nt,nt,0,8,nt,8,1469,nt,nt,nt

Complete entries, quoted from the list.
Clc1ccccc1Oc1cnc2ccccc2n1 is listed as bIAP inhibitor: 3; TNAP inh hiacc: -2; PPARg SRC-1 ag: 1; PPARg SRC-2 ag: 10; bIAP act: 1; PPARg SRC3 recr: 11; TR-FRET SRC-2 ct: 1768; TNAP act hi DEA: 1; TNAP inh noacc: -2; HMGR II inh: -6
COC(=O)[C@H](C)[C@@H]1C[C@@]1(C)[C@@H](NC(=O)OCc1ccccc1)c1ccccc1 is listed as bIAP inhibitor: 14; TNAP inh hiacc: -6; PPARg SRC-1 ag: 7; PPARg SRC-2 ag: 3; bIAP act: 0.9; PPARg SRC3 recr: 2; TR-FRET SRC-2 ct: 1412; TNAP act hi DEA: 1.1; TNAP inh noacc: -12; HMGR II inh: -8

(next part)
SMILES,bIAP inhibitor,TNAP inh hiacc,PPARg SRC-1 ag,PPARg SRC-2 ag,bIAP act,PPARg SRC3 recr,TR-FRET SRC-2 ct,TNAP act hi DEA,TNAP inh noacc,HMGR II inh
O=C(NC(=S)Nc1ccc2oc(-c3cccnc3)nc2c1)c1cccc(Cl)c1,9,-1,-2,5,0.9,3,1354,1,-2,0
Cc1ccc(NC(=O)NCCc2ccc(S(N)(=O)=O)cc2)cc1,5,-5,11,14,0.9,12,1757,1,-6,2
CCOC(=O)C1C(c2cc(OC)c(O)c(OC)c2)NC(=S)NC1(O)C(F)(F)F (stereo not drawn),3,-2,-2,2,1,4,1540,1,6,-2
Cn1cnc([N+](=O)[O-])c1Nc1cccc(O)c1,16,5,6,-2,0.8,5,1566,0.9,1,-11
CCc1cccc(CC)c1NC(=S)NCCc1ccc(O)c(O)c1,12,2,1,-3,0.9,-2,1502,1,9,2
C=CCc1ccc(OCCCN2CCCC(C)C2)c(OC)c1 (stereo not drawn),1,-2,2,0,1,-2,1683,1,2,-1
CCS(=O)(=O)N1CCC(C(=O)NCCCN2CCCC2)CC1,1,-2,-4,-2,1,-4,1375,1,-8,-7
CCCCNC(=S)N(C)/N=C/c1c(F)cccc1F,1,-4,-4,-5,1,-3,1554,1,-8,5
CC(=O)Nc1ccc(S(=O)(=O)N2CCN(C34CC5CC(CC(C5)C3)C4)CC2)cc1,-7,3,1,-2,1.1,-3,1600,1,2,-2
CC(C)COc1ccc(Br)cc1CNC(C)(C)C,-17,-7,10,3,1.2,2,1597,1.1,-11,-9
Fc1cccc(Nc2nc(Cl)nc(Cl)n2)c1,-6,-8,-11,2,1.1,4,1464,1.1,-6,1
COc1ccc(C(=O)CCC(=O)Nc2cccnc2)cc1,0,-6,-3,-2,1,-1,1577,1.1,-13,-2
COc1ccc(NC(=O)CSc2n[nH]c(-c3ccco3)n2)cc1,-5,2,-1,0,1.1,4,1755,1,6,-3
CC(=O)c1ccc2noc(-c3ccc(C)cc3)c2c1,-1,7,11,-1,1,-1,1587,0.9,-4,-1
O=C(O)C1OC(Oc2c(-c3ccc(O)c(O)c3)oc3cc(O)cc(O)c3c2=O)C(O)C(O)C1O (stereo not drawn),4,13,4,16,1,4,1526,0.9,17,-2
O=C(COc1ccc(/C=N/NS(=O)(=O)c2ccccc2)cc1)NCCc1ccccc1,-4,-5,-1,4,1,0,1519,1.1,-9,-3
CCCOc1ccc(OCCN2CCCC(C)C2)cc1 (stereo not drawn),4,1,1,-2,1,-2,1469,1,-4,1
Cc1ccc(-n2nnnc2SC(C)C(N)=O)c(C)c1 (stereo not drawn),11,-5,6,9,0.9,11,1678,1.1,-16,1
CC(Nc1nc(N2CCN(CCO)CC2)nc2ccccc12)c1ccccc1 (stereo not drawn),-45,-6,3,-1,1.4,3,1625,1.1,-11,-2
CC(=O)Nc1ccc(N/C(C)=C/C(=O)c2cccnc2)cc1,5,-3,-5,-13,1,0,1570,1,0,1
O=C(CNC(=O)c1cccs1)NCC(=O)OCc1ccc(Cl)cc1Cl,2,-8,1,-2,1,-5,1494,1.1,-12,2
O=C(Oc1c(CN2CCOCC2)cc(Cl)c2cccnc12)c1ccccc1F,-12,-6,0,-2,1.1,2,1759,1.1,-26,-4
COCc1cc(C)nc2sc(C(=O)N3CCN(c4ccccc4)CC3)c(N)c12,-8,-7,1,8,1.1,7,1613,1.1,-20,4
CC1CCC(NC(=O)C(NC(=O)c2ccccc2)C(C)C)CC1 (stereo not drawn),-8,-4,-2,0,1.1,-3,1629,1,-6,0
O=C(c1ccco1)N1CCN(C(c2cccs2)c2sc3ncnn3c2O)CC1 (stereo not drawn),-1,1,-1,-2,1,-4,1748,1,1,2
FC(F)(F)c1cccc(N2CCC(N=CN3CCCCCC3)=N2)c1,-1,-4,16,10,1,10,1735,1,-14,-1
COc1ccc(CCNC(=O)CSc2nnnn2Cc2ccc3c(c2)OCO3)cc1OC,11,-3,3,-6,0.9,4,1323,1,-10,-9
Cc1ccc(C(=O)O/N=C\c2ccc(N3CCCCC3)c([N+](=O)[O-])c2)cc1,25,2,1,7,0.7,15,1502,1,-1,-1
CN(C)/C=N/c1ncn(-c2ncc(C(F)(F)F)cc2Cl)n1,-11,-2,6,9,1.1,1,1695,1,-10,0
CCN(CC)CC(C)OC(=O)COc1ccc(OC)cc1 (stereo not drawn),14,-3,-3,-4,0.9,5,1458,1,-14,-4
O=C(CSc1ccccc1F)NC1CCS(=O)(=O)C1 (stereo not drawn),-8,-4,-3,-2,1.1,0,1469,1,-4,0
COc1ccc(CCNC(=O)C23CN(Cc4ccccc4)CC2C(c2cccc([N+](=O)[O-])c2)=NO3)cc1 (stereo not drawn),-2,4,-4,-12,1,-8,1624,1,-3,3
O=C(Nc1nnc(SCc2ccccc2Cl)s1)c1cccc([N+](=O)[O-])c1,16,0,6,10,0.8,3,1673,1,-5,2
CCN(CC)c1nc(Oc2ccc(=O)[nH]n2)nc(N2CCOCC2)n1,7,-1,6,-2,0.9,6,1573,1,-5,-3
COCCn1c(C2CCCCC2)nc2sc3ccccc3c(=O)c2c1=O,7,-6,7,5,0.9,-2,1557,1.1,-8,-2
O=c1[nH]c2ccccc2n2c(-c3ccncc3)nnc12,0,2,4,-3,1,-12,1387,1,-4,-3
CC(=O)NC(c1ccccc1)c1c(O)ccc2ccccc12 (stereo not drawn),3,-4,-5,0,1,2,1464,1,-9,-7
CCOC(=O)CCCSc1nc2sc(C)c(C)c2c(=O)[nH]1,9,-3,6,-1,0.9,10,1435,1,-6,4
O=c1c(-c2nc3ccccc3s2)cccn1Cc1ccc(Cl)c(Cl)c1,5,-1,-10,-1,0.9,-4,1427,1,-10,0
COc1ccc(CN2C(=O)c3ccccc3C2C(=O)NC2CCCC2)c(OC)c1 (stereo not drawn),-13,0,0,3,1.1,-2,1548,1,-7,-3
COc1cc(NC2c3ncccc3C(=O)N2Cc2ccco2)cc(OC)c1 (stereo not drawn),-3,-3,7,-7,1,-10,1414,1,-11,-8
CCCOc1ccc(/C(O)=C2/C(=O)C(=O)N(CCN(C)C)C2c2ccc(O)c(OC)c2)cc1 (stereo not drawn),3,-9,-5,-8,1,1,1642,1.1,12,-2
CN1CCCc2cc3c(C(F)(F)F)cc(=O)oc3nc21,-3,-6,3,1,1,-5,1431,1.1,-29,-4
